# RAD54 branch: blocks human RAD54 Holliday junction branch migration; Q92698; FAM/BHQ fluorescence; inhibition, % at 10.4 µM; 360,000 compounds, 0.14% hits; AID 602329;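 active = mean normalized replicate activity at least 40 and at least half of replicates scoring 40 or more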;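 note: 0% = median of neutral control wells and 100% = median of positive control wells; inhibitors cause a drop in the FAM fluorescence signal; in these data hits start at about 50%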
# E-selectin induc: E-selectin induction on HUVECs; P16581; HUVEC E-selectin immunofluorescence imaging; normalized: neutral wells 0, TNF-alpha wells 100; activation, % at 7.58 µM; 260,000 compounds, 0.37% hits; AID 686992;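 active = mean E-selectin-positive cell signal at least 10% of the positive control, reached in at least 60% of replicates, without over 20% cell loss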;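 note: in these data hits start at about 27%; measured in HUVEC primary endothelial cells; signal is the percent of cells scored E-selectin positive by PE staining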
# Target sequence (P16581 whole entry, looked up): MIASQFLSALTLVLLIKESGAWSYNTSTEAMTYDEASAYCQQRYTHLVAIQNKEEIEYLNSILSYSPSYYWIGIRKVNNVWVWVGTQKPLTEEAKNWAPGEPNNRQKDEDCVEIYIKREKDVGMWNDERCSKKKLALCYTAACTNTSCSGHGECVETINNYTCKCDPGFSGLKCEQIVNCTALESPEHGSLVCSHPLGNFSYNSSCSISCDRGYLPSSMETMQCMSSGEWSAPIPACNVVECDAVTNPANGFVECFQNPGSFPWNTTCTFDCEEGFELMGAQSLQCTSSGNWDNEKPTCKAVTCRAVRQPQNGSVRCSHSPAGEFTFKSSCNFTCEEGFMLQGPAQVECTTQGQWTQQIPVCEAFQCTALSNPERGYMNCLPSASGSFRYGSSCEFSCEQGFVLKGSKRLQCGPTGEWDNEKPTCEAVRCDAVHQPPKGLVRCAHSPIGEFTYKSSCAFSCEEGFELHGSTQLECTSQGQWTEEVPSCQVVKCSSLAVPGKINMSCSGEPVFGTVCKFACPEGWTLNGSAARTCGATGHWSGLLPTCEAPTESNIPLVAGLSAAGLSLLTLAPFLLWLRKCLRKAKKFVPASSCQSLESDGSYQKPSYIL
#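 material = human umbilical vein endothelial cells (HUVEC), E-selectin induction | quantity = 3,000 cells/well | medium = EGM-2 growth medium on 0.1% gelatin-coated wells | technique = immunofluorescence imaging | read-out basis = % PE-positive cells | control set = TNF-alpha positive control, DMSO neutral control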
# RAD52 anneal inh: RAD52 (human) annealing inhibition. P43351. recombinant RAD52 DNA annealing, FRET fluorescence. inhibition, % at 18.7 µM. 360,000 compounds, 0.46% hits;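 active = every replicate showing at least 50% inhibition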
# Target sequence (P43351 whole entry, looked up): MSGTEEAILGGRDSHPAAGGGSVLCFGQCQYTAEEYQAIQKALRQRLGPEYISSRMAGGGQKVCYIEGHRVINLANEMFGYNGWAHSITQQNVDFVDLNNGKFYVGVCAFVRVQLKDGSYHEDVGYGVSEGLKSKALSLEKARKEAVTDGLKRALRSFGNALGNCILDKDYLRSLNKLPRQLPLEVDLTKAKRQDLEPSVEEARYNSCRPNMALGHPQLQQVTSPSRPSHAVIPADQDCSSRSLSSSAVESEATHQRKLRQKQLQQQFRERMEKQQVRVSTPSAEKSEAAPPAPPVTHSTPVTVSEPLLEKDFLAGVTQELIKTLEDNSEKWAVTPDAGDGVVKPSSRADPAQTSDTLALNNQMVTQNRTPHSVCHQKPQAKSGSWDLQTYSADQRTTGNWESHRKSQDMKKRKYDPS
# ERAP1 inh: ERAP1 (human) enzyme inhibition; recombinant ERAP1, Leu-AMC fluorescence, 60 min; inhibition, % at 10.7 µM; 340,000 compounds, 0.15% hits; Q9NZ08;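 active = mean replicate inhibition of at least 30%, or all replicates individually reaching that 30% level; inactive = mean below 30% and not every replicate reaching it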;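 note: 0% = neutral control wells and 100% = L-leucinethiol positive control wells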
# PGC1a acetyl inh: lowers PGC1a acetylation signal in U2OS cells; 350,000 compounds, 0.17% hits; inhibition, % at 15.6 µM; AID 651687; AlphaScreen anti-acetyl-lysine; with virally co-expressed GCN5 acetyltransferase;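 active = every replicate shows inhibition of at least 40%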;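 note: 0% = neutral control wells and 100% = positive control wells; some results beyond the cut were filed as inactive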
# miR-122 sensor: inhibitors of miR-122 in Huh7 cells; Huh7 miR-122 Renilla luciferase sensor, 48 h; neutral wells = 0, positive control = 100; activation (reporter increase), % at 12.5 µM; 340,000 compounds, 0.3% hits; AID 602342;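 active = mean replicate activation score at least 90 and every replicate individually at or above 90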;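 note: higher luciferase means less miR-122 activity so hits act as miR-122 inhibitors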
# PglD DTNB: inhibitors of Campylobacter jejuni PglD acetyltransferase | purified PglD enzyme, DTNB colorimetric CoA detection | inhibition, % at 12.5 µM | 360,000 compounds, 0.098% hits; in the data active = inhibition above about 16%, passing the limit was not always enough; note: strong numbers were not always called active
# Cneo AK release: Cryptococcus neoformans lysis via adenylate kinase release; C. neoformans lysis, adenylate kinase release luminescence, 4 h; normalised: neutral wells 0, clomiphene wells 100; lysis activity, % at 15 µM; 360,000 compounds, 0.2% hits;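 active = mean lysis activity across replicates of at least 80%, whatever share of replicates individually reach that level; inactive = mean lysis activity below 80%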
#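 Signal: Adenylate kinase release luminescence | Assay system: Log-phase Cryptococcus neoformans yeast cells | Input: Cells at 5 × 10^6 per mL | Buffer or medium: Fresh YPD growth medium | Compound: Single dose | Schedule: Static 4 h at 37 °C with compound, 1 h detection | Controls: Clomiphene | Read-out: Luminescence rise reflecting yeast cell lysis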
# * hit, by the source's call; x = not tested or not shown; [ ] = another dose, or the depositor's remark. Compounds as they come (roughly 1.4% active in at least one column).
SMILES,RAD54 branch,E-selectin induc,RAD52 anneal inh,ERAP1 inh,PGC1a acetyl inh,miR-122 sensor,PglD DTNB,Cneo AK release
COc1ccc([N+](=O)[O-])cc1NC(=O)C(C)N1CCCC1 (stereo not given),-0.4,-0.2,-0.6,-1.2,x,x,-2.0,0.7
Cc1noc(C)c1S(=O)(=O)N1CCN(S(=O)(=O)c2ccccc2C#N)CC1,-1.7,x,-15.9,-0.6,7.9,-4.1,-0.7,-0.5
CCN(CC(=O)NC1CCCC1)S(=O)(=O)c1ccc(Br)cc1,-5.6,-0.2,-19.8,-3.0,x,0.4,-0.6,-0.7
O=C(Nc1ccccc1C(=O)N1CCCC1)C1COc2ccccc2O1 (stereo not given),x,0.8,-9.4,4.6,4.1,x,x,x
CCC(CC)C(=O)N1c2ccc(F)cc2CCC1C (stereo not given),-3.8,x,x,x,-10.5,-2.4,-2.9,1.3
Cc1ccc(S(=O)(=O)N(C)C[C@@H]2Oc3ccc(NC(=O)CCN4CCOCC4)cc3C(=O)N([C@@H](C)CO)C[C@@H]2C)cc1,11.1,-0.1,1.2,0.0,7.4,1.3[16.7 µM],-4.2,-1.9
CN1C=CC(C(C(N)=O)c2ccccc2)c2ccccc21 (stereo not given),-6.5,0.1,1.8,-0.6,4.4,-1.9,-2.7,5.7
Cc1ccccc1-c1ccc2c(c1)O[C@@H](CN(C)Cc1ccncc1)[C@H](C)CN([C@@H](C)CO)S2(=O)=O,2.3,-0.2,2.6,2.4,-4.1,-1.6[16.7 µM],-0.1,-5.0
COc1ccc(S(=O)(=O)Nc2cccc3c2O[C@@H](CN(C)S(=O)(=O)c2ccc(Cl)cc2)[C@@H](C)CN([C@@H](C)CO)C3=O)cc1,1.4,-0.5,-16.4,-0.5,1.9,3.9[16.7 µM],-0.5,0.2
Cc1cc(-c2nnc(SCC(=O)Nc3ccc(C)c(C)c3)n2N)n[nH]1,-3.8,x,-5.0,2.1,1.4,2.1,4.0,-2.1
COc1ccc(OCCCC(=O)NC(C)c2ccccc2)cc1 (stereo not given),-1.7,x,x,x,2.7,-5.1,3.1,-2.7
O=C(C[C@@H]1C/C=C\CC[C@H](Cc2ccc(F)cc2)C(=O)OC[C@@H](Cc2ccccc2)NC1=O)NCCO,-9.6,x,-17.4,0.5,x,-5.3,1.9,-2.0
COc1ccc(CN2C(=O)C(CC(=O)NCCN3CCOCC3)CC(C(=O)N(C)C)=C2C)cc1 (stereo not given),0.8,x,-7.9,1.4,-7.9,2.9,0.0,-3.7
COc1ccc(-c2cnnc(N/N=C/c3c(C)nn(-c4ccccc4)c3Cl)n2)cc1,3.3,x,x,x,-4.4,2.9,-5.7,6.2
COc1ccc(C2=NOC(C(=O)N3CCN(c4ccccc4OC)CC3)C2)cc1 (stereo not given),2.6,x,-2.4,4.2,-19.6,-3.2,-1.3,-0.3
C[C@H]1CN([C@@H](C)CO)C(=O)c2cc(NC(=O)Cn3cnnn3)ccc2O[C@@H]1CN(C)Cc1ccc(Oc2ccccc2)cc1,-7.6,47.9*,-12.5,1.4,2.1,-8.9[16.7 µM],-3.2,-1.5
Cc1ccc(S(=O)(=O)N2CCC(C(=O)OCC(=O)N3CC(=O)Nc4ccccc43)CC2)cc1,-1.6,x,x,x,x,-5.5,6.8,0.8
O=C(C[C@@H]1C/C=C\CC[C@@H](Cc2ccc(F)cc2)C(=O)OC[C@@H](Cc2ccccc2)NC1=O)NCCO,-3.1,0.4,3.1,x,x,x,-2.6,0.0
Cc1nc2nc(C)c(CCC(=O)N3CCN(c4ccccn4)CC3)c(C)n2n1,-5.7,x,x,x,-27.6,-0.2,-1.0,0.6
O=C(c1ccccc1)N1CC[C@@H]2[C@H](CO)Nc3ccc(-c4ccccc4F)cc3[C@@H]21,-4.4,0.5,-13.0,0.3,2.2,15.3[16.7 µM],1.6,13.3

# Fetched by compound from the list above (3):
SMILES,RAD54 branch,E-selectin induc,RAD52 anneal inh,ERAP1 inh,PGC1a acetyl inh,miR-122 sensor,PglD DTNB,Cneo AK release
O=C(C[C@@H]1C/C=C\CC[C@H](Cc2ccc(F)cc2)C(=O)OC[C@@H](Cc2ccccc2)NC1=O)NCCO,-9.6,x,-17.4,0.5,x,-5.3,1.9,-2.0
O=C(Nc1ccccc1C(=O)N1CCCC1)C1COc2ccccc2O1 (stereo not given),x,0.8,-9.4,4.6,4.1,x,x,x
Cc1nc2nc(C)c(CCC(=O)N3CCN(c4ccccn4)CC3)c(C)n2n1,-5.7,x,x,x,-27.6,-0.2,-1.0,0.6

# Further results:
SMILES,RAD54 branch,E-selectin induc,RAD52 anneal inh,ERAP1 inh,PGC1a acetyl inh,miR-122 sensor,PglD DTNB,Cneo AK release
Cn1cnc(S(=O)(=O)N2CCCCN3[C@H](C2)[C@@H](c2ccc(-c4ccccc4)cc2)[C@@H]3CO)c1,0.7,-0.2,-18.0,-0.9,2.7,11.2[16.7 µM],0.6,-1.3
O=C(NNC(=S)Nc1ccc(F)c(Cl)c1)C1CC1,x,0.0,-15.6,7.3,11.1,x,x,x
C[C@H](CO)N1C[C@H](C)[C@@H](CN(C)C(=O)Nc2ccccc2)Oc2ccc(NC(=O)Nc3ccccc3)cc2CC1=O,-1.9,-0.3,7.7,-0.7,x,0.3[16.7 µM],2.4,-0.8
CC(=O)Nc1cccc(NC(=O)CSc2nc3c(c(=O)n(C)c(=O)n3C)n2C)c1,-2.3,x,-6.1,-2.3,1.3,-1.6,6.4,-2.5
CN(CC(=O)Nc1c(Cl)cccc1Cl)C(=O)C1CCN(C(=O)Nc2ccccc2)CC1,14.1,-0.2,-9.2,-6.9,x,-3.7,0.1,-0.6
CC(C)(C)c1nnc2sc(SCC(=O)c3cccs3)nn2c1=O,4.2,x,x,x,2.9,0.6,2.2,-1.7
CCOc1ccc(C(C(=O)NCC2CCCO2)N(Cc2cccc(OC)c2)C(=O)c2snc(C(N)=O)c2N)cc1 (stereo not given),2.5,-0.1,3.5,3.2,x,x,5.5,1.0
CCN(CC)CCCCCC(=O)Nc1ccccc1C(=O)Nc1ccccc1,-0.7,0.0,-8.6,-2.5,1.4,-2.3,1.9,-1.7
FC(F)(F)c1cc(-c2cccs2)nc2cc(-c3cccs3)nn12,1.3,15.8,-1.3,4.2,3.2,-1.6,-0.7,-0.3
COc1cc(OC)cc(C(=O)Nn2cc(C(=O)N3CCN(C)CC3)c3ccccc3c2=O)c1,-5.9,x,x,x,-43.9,10.6,-6.5,-0.5
Cc1noc(C)c1S(=O)(=O)N(C)C[C@H]1OCCCC[C@H](C)Oc2ccc(NC(=O)NC3CCCCC3)cc2C(=O)N([C@@H](C)CO)C[C@@H]1C,-3.3,0.1,-5.6,-2.1,-5.9,4.2[16.7 µM],-0.9,44.4
O=C1CCCN1c1nccs1,x,x,4.0,-0.1,-0.8,0.0,x,x
Cc1cc(C(=O)NCc2cccs2)n(-c2ccccc2)n1,10.4,-0.2,-5.4,x,4.1,-7.2,-2.9,-0.8
CC1(C)Cc2nc3oc4c(SCC(N)=O)ncnc4c3cc2CO1,-0.8,0.9,-135.3,x,-5.2,-2.2,-2.5,3.0
Cc1c(Cl)cccc1N(CC(=O)O)S(C)(=O)=O,2.9,x,x,x,3.5,-2.7,3.3,0.0
CN(C)CCCNCCCNC(=O)/C(=N\O)c1ccccc1,-20.0,x,-9.0,-0.5,0.4,4.4,3.5,11.5
C[C@@H]1CN([C@@H](C)CO)C(=O)c2cc(-c3cccc(F)c3)cnc2O[C@H]1CN(C)Cc1cncnc1,-10.4,-0.3,-0.7,-1.0,8.5,-3.8[16.7 µM],2.0,0.3
C[C@@H]1CN([C@H](C)CO)S(=O)(=O)c2ccc(-c3cccnc3)cc2O[C@@H]1CN(C)C(=O)c1ccc2c(c1)OCO2,-1.6,0.1,7.1,0.5,6.1,-13.0[16.7 µM],-0.2,0.1
Cc1ccc(S(=O)(=O)Nc2ccc3c(c2)C(=O)N([C@@H](C)CO)C[C@@H](C)[C@@H](CN(C)S(=O)(=O)c2cccs2)O3)cc1,7.1,-0.3,7.0,1.3,-3.5,26.7[16.7 µM],-3.4,-0.5
C[C@@H]1CN([C@H](C)CO)C(=O)Cc2cc(NC(=O)C3CCCCC3)ccc2O[C@@H]1CN(C)S(=O)(=O)c1ccc(Cl)cc1,3.0,0.3,0.8,1.3,0.5,-12.5[16.7 µM],5.9,-3.1
COc1ccccc1NC(=O)CN1C(=O)COc2ccc(S(=O)(=O)N3CCOCC3)cc21,2.9,0.2,-12.1,1.4,-9.5,-1.1,-3.8,0.1
COc1ccc(S(=O)(=O)NC(C)C(=O)NCc2ccncc2)cc1OC (stereo not given),1.3,x,-3.8,-2.2,-1.3,-1.4,-3.3,0.1
COC[C@@H]1NS(=O)(=O)c2ccc(Br)cc2O[C@H]1c1ccccc1,-1.8,-0.2,-10.6,0.7,x,8.7,0.3,2.1
N[C@@H](CO)c1nnc([C@H](Cc2ccc(O)cc2)NC(=O)C2CCNCC2)o1,-14.2,-0.1,-4.0,-3.4,10.5,0.1,-7.7,1.7
Cc1ccc(CN2CCSc3ccc(C(=O)NCc4cccnc4)cc32)cc1,0.0,x,x,x,-1.4,155.4*,0.5,-1.1
C[C@@H]1CN([C@@H](C)CO)C(=O)c2cc(NC(=O)CCC(F)(F)F)ccc2O[C@H]1CN(C)C(=O)Nc1ccc(C(F)(F)F)cc1,-5.7,0.1,-1.4,-0.7,6.2,2.4[16.7 µM],5.1,2.5
CN1CCN(C(=O)C[C@H]2CC[C@@H]3[C@H](COC[C@@H](O)CN3CC3CCCCC3)O2)CC1,2.9,0.0,0.5,-1.1,2.5,6.5[16.7 µM],1.7,0.3
NC(=O)NC(=O)CN1C(=O)NC(c2ccccc2)(c2ccccc2)C1=O,-11.4,0.1,4.2,0.8,26.3,-5.3,6.8,-1.8
C[C@@H]1CN([C@@H](C)CO)C(=O)c2cc(NS(=O)(=O)c3ccc(F)cc3)ccc2O[C@@H](C)CCCCO[C@@H]1CN(C)Cc1ccc2c(c1)OCO2,-7.5,x,12.3,1.8,0.5,-10.5[16.7 µM],1.3,99.2*
FC(F)(F)Oc1ccccc1C(c1nnnn1C1CCCCC1)N1CCN(C/C=C/c2ccccc2)CC1 (stereo not given),-1.3,-1.6,3.9,-1.4,3.1,1.7,-1.8,48.9
Cc1cc(C(=O)Nc2sc3c(c2C#N)CCC(C)C3)no1 (stereo not given),-16.2,x,x,x,11.5,-2.8,-2.2,-1.1
COc1ccc(CNS(=O)(=O)c2ccc(S(=O)(=O)NC3CC3)cc2)cc1,-3.1,3.6,-10.8,0.9,x,4.3,-0.6,3.6
O=C(NCc1cccc(Cl)c1)c1ccc(CS(=O)Cc2ccc(Cl)cc2)o1 (stereo not given),-6.9,3.7,-10.3,-0.4,-12.1,3.8,-0.4,-1.2
CCOC(=O)N1CCN(C(=O)CSc2nnc(-c3ccc(C)c(C)c3)o2)CC1,-7.4,-0.1,-9.5,x,-11.6,-11.2,-2.7,-1.0
COCCN(C(=O)CSc1nnc(-c2ccccc2F)o1)c1c(N)n(CC(C)C)c(=O)[nH]c1=O,-0.5,-0.3,-9.9,0.0,x,-1.3,2.2,2.5
COc1cccc(C(=O)N2C[C@H]3[C@@H](c4ccccc42)[C@H](CO)N3C(=O)c2cccc(F)c2)c1,-3.5,0.0,-7.0,0.8,8.3,-20.0[16.7 µM],-12.7,0.5
C[C@H](CO)N1C[C@H](C)[C@@H](CN(C)C(=O)CN2CCOCC2)Oc2ncc(/C=C/c3ccccc3)cc2C1=O,-4.9,-0.1,-3.1,1.2,4.0,-4.2[16.7 µM],-2.5,-2.1
